Compound activity as filed in PubChem BioAssay.
EPAC1 antagonist: qHTS for Antagonist of cAMP-regulated guanine nucleotide exchange factor 3 (EPAC1): primary screen; EPAC1 GEF assay, Rap1b-BODIPY-GDP exchange fluorescence; Potency, µM (titrated, usually from 115 µM), inactives show top-dose activity change, negative = inhibition, actives largely listed as inhibitors; 360,000 compounds, 0.14% hits;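 further: plate controls were vehicle for no effect and positive control for full effect; nearly all actives have a fitted effect of over 50% in size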
TDP43 rescue: qHTS of TDP-43 Inhibitors | AID 652104, 2013 | Potency, µM (doses to about 46.1 µM), without a hit: top-dose growth rescue (activation), usual class: activators | TDP-43 expressing yeast growth rescue, BacTiter-Glo, 24 h | 410,000 compounds, 1.8% hits; further: % of control where 0% means no effect; nearly all actives have a fitted effect of over 50% in size
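Luminescence from BacTiter-Glo reports growth of TDP-43-expressing yeast after 24 hr at 30 deg C with compound. Cells were raffinose-pregrown to mid-log, then seeded in galactose medium at OD600=0.02.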
FUS suppressor: qHTS for Suppressors of FUS Proteinopathy: Primary screen using FUS-linked yeast assay; 390,000 compounds, 0.24% hits; Potency, µM (doses to about 76.6 µM), for inactives: top-dose growth rescue (activation), most hits filed as activators; S. cerevisiae FUS-expressing, growth rescue, OD600, 24 h; AID 1347120, 2019;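 further: plate controls were DMSO vehicle for no effect and reference control for full effect; nearly all actives have a fitted effect of over 55% in size; some results filed as inactive show a strong effect at the top dose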
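Yeast expressing FUS under galactose induction, OD 0.005 in 2% galactose medium; compounds in a dilution series, 24 h at 30C. Growth rescue by absorbance at 600 nm; CP55940 positive control, DMSO negative.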
aSyn yeast inh: qHTS of alpha-syn Inhibitors | AID 652106, 2013 | Potency, µM (highest dose often 46.1 µM), for inactives: top-dose growth rescue (activation), most hits filed as activators | 370,000 compounds, 0.14% hits | Yeast expressing alpha-synuclein, growth rescue, BacTiter-Glo, 24 h; further: % of control where 0% means no effect; nearly all actives have a fitted effect of over 65% in size
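Galactose-induced alpha-syn yeast (OD600=0.02, raffinose-pregrown) + pinned cpd, 24 hr, 30 deg C; growth by BacTiter-Glo luminescence. Growth restoration scores as activation.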
EPAC1 agonist: qHTS for Agonist of cAMP-regulated guanine nucleotide exchange factor 3 (EPAC1): primary screen; Rap guanine nucleotide exchange factor 3 (Homo sapiens), O95398; EPAC1 agonist qHTS, biochemical assay; response scale: 100% = response to 6.5 mM cAMP; Potency, µM (doses to about 154 µM), without a hit: top-dose activation, most hits filed as activators; 360,000 compounds, 0.073% hits; further: nearly all actives have a fitted effect of over 60% in size
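Fluorescent GDP-exchange assay: 100 nM EPAC1 with 250 nM Rap1B preloaded with BODIPY-GDP and 50 uM GDP; compounds tested as concentration series, 5 min at room temperature, then read every 5 min for 30 min (ex 480/em 540 nm); normalized to 6.5 mM cAMP.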
PTHR1 ag: qHTS for PTHR1 Agonists: Primary Screen; 410,000 compounds, 0.075% hits; Parathyroid hormone/parathyroid hormone-related peptide receptor (Homo sapiens), Q03431; AID 743266, 2014; HEK293 GP2 PTHR1 cells, GloSensor cAMP luminescence, 1 h; Potency, µM (top dose mostly 115 µM), for the others: top-dose activation, usual class: activators; further: nearly all actives have a fitted effect of over 55% in size; some results filed as inactive show a strong effect at the top dose; inactives centre near -15; many of its hits are not listed in these tables
Target sequence (Q03431 whole entry, looked up): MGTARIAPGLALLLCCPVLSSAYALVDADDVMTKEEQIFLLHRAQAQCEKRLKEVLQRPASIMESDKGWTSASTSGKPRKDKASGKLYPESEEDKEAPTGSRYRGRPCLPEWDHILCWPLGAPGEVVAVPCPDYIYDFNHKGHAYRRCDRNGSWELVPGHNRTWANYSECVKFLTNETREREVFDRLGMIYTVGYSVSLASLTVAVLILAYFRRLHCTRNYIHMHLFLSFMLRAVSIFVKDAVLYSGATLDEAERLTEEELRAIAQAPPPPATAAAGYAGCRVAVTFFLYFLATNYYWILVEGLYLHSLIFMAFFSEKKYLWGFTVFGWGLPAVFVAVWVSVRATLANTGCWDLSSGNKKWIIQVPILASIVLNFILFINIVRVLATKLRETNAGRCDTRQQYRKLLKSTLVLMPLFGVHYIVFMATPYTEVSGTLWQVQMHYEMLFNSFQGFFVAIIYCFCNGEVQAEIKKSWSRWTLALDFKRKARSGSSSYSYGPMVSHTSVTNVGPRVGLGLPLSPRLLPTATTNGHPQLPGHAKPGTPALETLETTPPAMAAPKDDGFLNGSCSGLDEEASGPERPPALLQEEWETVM
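HEK-293-derived GP2 cells expressing PTHR1 and a GloSensor cAMP reporter, 3,000/well, plated overnight, given luciferin plus IBMX (each 0.5 mM as added) for 1 h at 37 °C, then compound for 1 h at 37 °C. Luminescence was read after 15 min at room temperature.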
EPAC2 antag: qHTS for Antagonist of cAMP-regulated guanine nucleotide exchange factor 2 (EPAC2): primary screen; Potency, µM (doses to about 114 µM), inactives show at the highest dose activity, negative = inhibition, usual class: inhibitors; 360,000 compounds, 0.18% hits; AID 720708, 2013; EPAC2 GEF exchange of Rap1B-BODIPY-GDP, fluorescence; Rap guanine nucleotide exchange factor 4 (Homo sapiens), Q8WZA2; further: on the % scale 0 is the no-effect control and ±100 the full control effect; nearly all actives have a fitted effect of over 45% in size; many of its hits are not listed in these tables
EPAC2 agonist: qHTS for Agonist of cAMP-regulated guanine nucleotide exchange factor 4 (EPAC2): primary screen. Rap guanine nucleotide exchange factor 4 (Homo sapiens), Q8WZA2. EPAC2 activation, biochemical qHTS; response scale: 100% = 6.5 mM cAMP response. Potency, µM (series often up to 154 µM), inactives show at the highest dose activation, most hits filed as activators. 360,000 compounds, 0.079% hits; further: nearly all actives have a fitted effect of over 50% in size
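qHTS, titration series. 100 nM EPAC2 / 250 nM Rap1B-BODIPY-GDP / 50 uM GDP; RT; ex 480/em 540 nm, 5-min reads to 30 min. Norm. to 6.5 mM cAMP = activation.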
* = called active by the depositor; i = inactive; ? = inconclusive; . = not tested or not shown; [ ] = remark or other dose. The call rests on the fitted dose curve; in most records, active means well fitted curve in the direction sought with a large enough effect; inconclusive means small, poorly fitted or top-dose-only effect, or another doubt; inactive means no such curve, though single readings can be large; an effect the other way counts as inactive or inconclusive. Potency means the concentration at half of the fitted maximal effect. Only part of the results is shown; count on the stated rates, not on these rows.

SMILES | EPAC1 antagonist | TDP43 rescue | FUS suppressor | aSyn yeast inh | EPAC1 agonist | PTHR1 ag | EPAC2 antag | EPAC2 agonist
CCOC(=O)c1cc(-c2cccs2)nc2onc(C)c12 | -13% | 2% | -30% | -1% | 0% | i | 1% | -7%
COc1ccc(-c2nc(SCC(=O)Nc3cccc(S(N)(=O)=O)c3)n[nH]2)cc1 | -12% | -21% | 23% | -3% | 6% | i | 0% | 9%
CC(=O)c1nnn(-c2ccc(F)cc2F)c1C | 21% | 2% | -7% | -1% | 2% | i | 6% | 4%
CCOc1ccc(N(CC(=O)N2CCN(c3ccccc3)CC2)S(=O)(=O)c2c(C)noc2C)cc1 | -5% | 15% | 42% | -1% | 9% | i | -9% | 8%
Cc1ccc(S(=O)(=O)N2CCC(C(=O)Nc3nnc(-c4ccco4)s3)CC2)cc1 | 7% | -7% | 5% | -11% | 5% | i | -5% | 5%
COc1cc(C2CC(=O)Oc3c(C(CCN4CCOCC4)c4ccc(N(C)C)cc4)c(OC)cc(OC)c32)cc(OC)c1OC (centres undefined) | -4% | 23% | -8% | 0% | -7% | -21% | -6% | 16%
Cc1ccc(NS(=O)(=O)c2ccc(NC(=O)N3CCCCC3)cc2)cc1 | 2% | -1% | 6% | -4% | -5% | i | 13% | -3%
O=C(COC(=O)C1CCC1)Nc1ccccc1Sc1ccccc1 | -19% | -21% | . | -4% | 9% | i | -16% | 22%
O=C(N/C(=C\c1ccc(Br)cc1)c1nc2ccccc2[nH]1)c1ccco1 | 6% | 8% | -8% | 7% | -1% | -7% | 1% | 4%
CC(O)c1nc(C(C)O)n(CC(=O)c2ccccc2)n1 (centres undefined) | 14% | 5% | -33% | 5% | -1% | -23% | 9% | 0%
CCOC(=O)/C=c1\s/c(=C\c2ccc(C#N)cc2)c(=O)n1CC(=O)Nc1cccc(C)c1C | -15% | 6% | 5% | 5% | 4% | i | 11% | -9%
Cc1ccc(S(=O)(=O)N2CCN(C(=O)Cn3c(=O)cnc4ccccc43)CC2)c(C)c1 | -14% | 18% | 16% | 2% | -2% | -27% | 3% | -1%
O=C(Nc1nccs1)C(c1ccccc1)N1CCCC1 (centres undefined) | -6% | -3% | 3% | -11% | -5% | i | 7% | 1%
COc1ccc(NC(=O)c2cccs2)cc1C(=O)N1CCN(c2ccccc2)CC1 | -6% | 23% | . | 4% | 4% | -21% | -10% | 12%
Cc1nn(-c2ccccc2)c2c1C(c1ccc(O)c(O)c1)N1C(=N2)C(Nc2ccccc2)=Nc2ccccc21 (centres undefined) | -3% | 0% | . | 0% | 16% | -20% | 6% | 9%
CC(C)Oc1cccc(C(=O)C2CCCN(Cc3cnn(C(C)C)c3)C2)c1 (centres undefined) | -7% | 11% | 14% | 6% | -3% | -16% | 5% | 2%
Cc1ccccc1-n1cnnc1SCC(=O)N1CCN(c2ccccc2)CC1 | -16% | 25% | 19% | 2% | 2% | i | -5% | 9%
CCn1c(COc2ccc3c(c2)CCCC3)nnc1SCC(=O)Nc1ccc(C(=O)OC)cc1 | -14% | 17% | -20% | 2% | 10% | i | -6% | -8%
O=[N+]([O-])c1ccc(Cl)c(/C=N/NC(=S)Nc2ccccc2)c1 | 9% | 6% | 13% | 3% | 9% | i | 7% | 3%
COc1ccc(OC(C)c2ccc(C#N)c(=O)[nH]2)cc1 (centres undefined) | 1% | -14% | 2% | -8% | 4% | i | -13% | 2%
CCc1noc(C)c1C(=O)Nc1nc(-c2ccccc2)c(C(C)=O)s1 | 3% | ? | 21% | 1%[1.84 µM] | 6% | -28% | -9% | 6%
CCOC(=O)[C@H]1[C@H]2COc3cc(OC)ccc3[C@@H]2N2C(=O)CN(Cc3ccc(C)cc3)C(=O)[C@@]12C | -6% | 9% | ? | 6% | 0% | -31%[inhibitor] | -15% | 19%
Cc1cc(NC(=O)CN(C)CC(=O)Nc2ccc(Cl)cc2)no1 | -4% | 6% | -21% | 5% | -1% | -11% | -11% | 0%
COCC#Cc1ccc2c(c1)O[C@@H](CN(C)S(=O)(=O)c1cccc(F)c1)[C@@H](C)CN([C@H](C)CO)S2(=O)=O | 17% | 0% | 45% | 24% | -12% | -20% | -4% | 15%
Cc1ccc(C(=O)NCCc2cccs2)cc1 | -4% | 26% | 2% | 3% | 9% | -45%[inhibitor] | 4% | 11%
CCOC(=O)N1CCN(CC(=O)Nc2c(C(=O)OC)[nH]c3ccccc23)CC1 | 1% | -11% | -2% | -7% | 2% | -23%[57.5 µM] | 1% | 10%
COc1ccc(N(CC(=O)NC2CCCC2)C(=O)Cn2nnc(-c3ccc(OC)c(OC)c3)n2)c(OC)c1 | -3% | -5% | 33% | -13% | 8% | i | -6% | 20%
CC1=C[C@H]2OC(=O)[C@@H](C)[C@H]2C[C@@H]2[C@H]1C[C@@H](O)[C@@]2(C)O | -7% | 12% | 9% | 2% | 4% | -10% | 21% | 3%
CN(C)/C=C(\C=O)c1onc(-c2ccccc2Cl)c1C#N | -10% | -7% | 14% | 2% | 3% | -17% | -6% | 5%
COCCNC(=O)c1ccc(Cn2c(=S)[nH]c3cc4c(cc3c2=O)OCO4)cc1 | 6% | 4% | 20% | 3% | -4% | -3%[57.5 µM] | 6%[57.1 µM] | 6%
CN(C)CCCN(C(=O)c1ccc2c(c1)CCCC2)c1nc2ccc(F)cc2s1 | -3% | 1% | . | 10% | -1% | -93%[inhibitor] | -4% | 2%
COc1cc(O)c(C=Nc2ccccc2NS(=O)(=O)c2ccc(C)cc2)c(OC)c1 | -2% | 0% | . | 0% | 11% | i | -3% | 9%
Cc1cc2nc(-c3ccccc3)c(CC3CCCCC3)n2c(C)c1Br | -14% | 29% | -7% | -4% | 7% | -53%[inhibitor] | 3% | 16%
COc1cc(SC)ccc1C(=O)OC1CCOC1=O (centres undefined) | 7% | 10% | -8% | 2% | -1% | i | 7% | 3%
Cc1cc(NC(=O)CSc2nc(=O)n3cc(Cl)ccc3n2)no1 | 1% | -7% | -6% | -1% | 4% | i | 12% | -4%
Cc1ccc(C)c(Nc2nc3nonc3nc2N2CCOCC2)c1 | -5% | 15% | . | -2% | -1% | -25% | 6% | 11%
COC(=O)c1ccc2nc(C)cc(Nc3ccc(O)cc3)c2c1 | . | 4% | 2% | -2% | . | i | . | .
O=C(CSc1ncc(CO)n1Cc1ccccc1)Nc1nc2ccccc2s1 | . | 4% | 17% | -2% | . | -65%[inhibitor] | . | .
O=C(NC(C(=O)c1ccccc1)N1CCOCC1)c1ccccc1 (centres undefined) | 14% | -2% | 1% | 1% | -5% | i | 11% | 2%
CCCCc1nnc2c(N(C)S(=O)(=O)c3ccc(C)cc3)nc3ccccc3n12 | 11% | -19% | 17% | 0% | -2% | ? | -14% | 4%
O=c1c2ccccc2c(C=NCCO)c(O)n1-c1ccccc1 | ? | -6% | 26% | -2% | 0% | i | -6% | 2%
CC(O)CNc1nc2sc3c(c2c(=O)n1CCc1ccccc1)CCCCC3 (centres undefined) | ? | -9%[0.397 µM] | ? | -45%[inhibitor] | -14% | -47%[inhibitor] | -12% | 11%
NC(=O)CC(NC(=O)Cc1ccc(Br)cc1)c1ccc(NC2CCC2)c([N+](=O)[O-])c1 (centres undefined) | -2% | 2% | 28% | -7% | -8% | i | 46%[activator] | 8%
O=C1CSC(c2cccc(F)c2)N1c1c(F)cccc1F (centres undefined) | -11% | 4% | 1% | 12% | 1% | -2% | -6% | 10%
COC(=O)c1c(NC(=O)CSc2nc3nc(C)cc(C)n3n2)sc(C)c1C | 7% | -23%[0.397 µM] | 10% | 0% | -16% | -61%[inhibitor] | -6% | -11%
CC(=O)c1nnn(-c2cccc([N+](=O)[O-])c2)c1C | 6% | -5% | -13% | 0% | 8% | i | 8% | 0%
COc1cccc(OCc2cc(C(=O)N(C)Cc3nc(C)cs3)no2)c1 | -3% | ? | 26% | 0% | -17% | -17% | -5% | 4%
CC(C)(C)C1CCC(C(=O)Nc2ccc(N3CCOCC3)cc2N2CCOCC2)CC1 (centres undefined) | -8% | ? | 31% | 6% | -22% | -7% | -2% | 0%
O=C(CCNS(=O)(=O)c1ccccc1F)N1CCN(C(c2ccccc2)c2ccccc2)CC1 | -7% | -9% | 8% | 9% | 7% | -13% | -6% | -2%
CC/C(C)=N\N=C\c1c(O)n(CC)c2cc(C3=NNC(=O)CC3)ccc12 | -6% | 9% | 25% | 0% | 7% | -14% | -5% | 3%
O=C(Nc1cccnc1Oc1ncnc2cc(Cl)ccc12)c1ccc(F)cc1 | 19% | -7% | -14% | -3% | -5% | i | 5% | 7%
Cc1ccc(N2C(S)=C(C#N)C(=O)NC23CCCCC3)cc1 | 6% | 22µM* | . | 1% | -2% | i | -7% | -1%

4 consecutive compounds from above:
SMILES | EPAC1 antagonist | TDP43 rescue | FUS suppressor | aSyn yeast inh | EPAC1 agonist | PTHR1 ag | EPAC2 antag | EPAC2 agonist
CCc1noc(C)c1C(=O)Nc1nc(-c2ccccc2)c(C(C)=O)s1 | 3% | ? | 21% | 1%[1.84 µM] | 6% | -28% | -9% | 6%
CCOC(=O)[C@H]1[C@H]2COc3cc(OC)ccc3[C@@H]2N2C(=O)CN(Cc3ccc(C)cc3)C(=O)[C@@]12C | -6% | 9% | ? | 6% | 0% | -31%[inhibitor] | -15% | 19%
Cc1cc(NC(=O)CN(C)CC(=O)Nc2ccc(Cl)cc2)no1 | -4% | 6% | -21% | 5% | -1% | -11% | -11% | 0%
COCC#Cc1ccc2c(c1)O[C@@H](CN(C)S(=O)(=O)c1cccc(F)c1)[C@@H](C)CN([C@H](C)CO)S2(=O)=O | 17% | 0% | 45% | 24% | -12% | -20% | -4% | 15%
